Source: PubChem BioAssay (several laboratories)
TCR-CD3 inh: inhibitors of human TCR-CD3 interaction | TAMRA-labeled TCR probe fluorescence, biochemical | hit rate 0.37% among 360,000 | inhibition, % at 9.4 µM; in the data active means inhibition above about 19%;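 further: recombinant mutant TCR 2C K166C tagged with TAMRA read by polarization; 0% = receptor in buffer alone and 100% = receptor with positive control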
PRMT1 inh: inhibitors of human PRMT1. AID 652257. Q99873. hit rate 1.3% among 370,000. recombinant PRMT1, activity-based probe fluorescence polarization. inhibition, % at 2.79 µM;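 active means inhibition above about 21% made by adding two undisclosed values, limit read from the data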
Target sequence (Q99873 whole entry, looked up): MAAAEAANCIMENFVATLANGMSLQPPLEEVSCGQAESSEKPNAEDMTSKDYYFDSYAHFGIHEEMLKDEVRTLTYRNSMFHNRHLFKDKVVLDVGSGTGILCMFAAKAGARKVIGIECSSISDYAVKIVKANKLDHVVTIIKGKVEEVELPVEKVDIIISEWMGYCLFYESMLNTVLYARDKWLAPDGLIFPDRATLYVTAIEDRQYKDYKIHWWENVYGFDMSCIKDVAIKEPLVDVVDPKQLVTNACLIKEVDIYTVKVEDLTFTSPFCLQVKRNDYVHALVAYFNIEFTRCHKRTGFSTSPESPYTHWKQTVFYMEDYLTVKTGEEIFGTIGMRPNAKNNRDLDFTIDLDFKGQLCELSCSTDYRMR
UHRF1 binding: blocks human UHRF1 binding to methylated DNA. Q96T88. hit rate 0.75% among 370,000. AID 687016. inhibition, % at 4.4 µM. UHRF1 binding to methylated oligo, TR-FRET; in the data active means inhibition above about 21%;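 further: UHRF1 SRA domain binding a hemimethylated CpG hairpin DNA probe; 0% = median of test compound wells and 100% = reference inhibitor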
GC-A act: GC-A (human) enzyme activation | HEK293 GC-A cells, cGMP TR-FRET, EC30 ANP; 0% at EC30 ANP, 100% saturating ANP | activation, % at 10 µM | hit rate 0.14% among 370,000 | AID 1671463; in the data active means activation above about 40%
mABHD4 FP: ABHD4 (mouse) inhibition, primary FP screen | Q8VD66 | purified mABHD4, FP-Rh probe fluorescence polarization | inhibition, % at 8.92 µM | hit rate 0.54% among 370,000;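 active means inhibition exceeding the mean over every tested compound plus 3 SD, cut at about 30% in these data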;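 further: 0% = plate median of compound wells and 100% = S159A mutant with DMSO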
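system = mouse ABHD4 enzyme, wild type | medium = HEPES pH 7.0, NaCl, Pluronic buffer | also added = FP-Rh probe | incubation = Enzyme–compound pre-incubation 45 min, then probe 60 min, both 25 °C | technique = fluorescence polarization, excitation 525 nm, emission 598 nm, BODIPY TMR filters | controls = S159A mutant high control, sample median low control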
HTRA1 inhibitor: inhibitors of human serine peptidase HTRA1; inhibition, % at 5.96 µM; hit rate 0.5% among 340,000; recombinant HTRA1, FP-rhodamine activity-based probe, fluorescence polarization; in the data active means inhibition above about 36%;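 further: 0% = enzyme with DMSO and 100% = wells lacking enzyme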
Target sequence (Q92743 whole entry, looked up): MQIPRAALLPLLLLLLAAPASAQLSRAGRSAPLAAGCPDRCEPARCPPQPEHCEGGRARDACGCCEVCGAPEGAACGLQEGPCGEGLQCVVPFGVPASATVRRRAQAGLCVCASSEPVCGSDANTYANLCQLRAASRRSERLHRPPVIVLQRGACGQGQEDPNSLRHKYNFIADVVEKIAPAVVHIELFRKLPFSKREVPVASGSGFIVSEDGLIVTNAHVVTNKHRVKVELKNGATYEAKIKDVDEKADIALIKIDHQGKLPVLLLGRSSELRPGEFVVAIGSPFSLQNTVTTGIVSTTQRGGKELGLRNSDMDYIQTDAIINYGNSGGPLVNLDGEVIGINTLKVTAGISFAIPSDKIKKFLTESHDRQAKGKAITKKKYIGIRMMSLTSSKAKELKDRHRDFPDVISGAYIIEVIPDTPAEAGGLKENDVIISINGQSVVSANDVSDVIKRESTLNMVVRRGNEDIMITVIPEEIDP
SIAE inh: blocks human sialic acid acetylesterase; Q9HAT2; inhibition, % at 9.66 µM; hit rate 0.69% among 370,000; AID 1053197; SIAE FP-Rh probe binding, fluorescence polarization;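 active means inhibition above a cutoff: mean of compounds within the control limits plus 3 SD of those, cut at about 17% in these data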;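 further: 0% = plate median of compound wells and 100% = probe without SIAE protein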
rCAG RNA binder: binds r(CAG) RNA repeats. inhibition, % at 3 µM. hit rate 1.3% among 370,000. r(CAG) RNA repeat, TO-PRO-1 dye displacement fluorescence;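 active means inhibition above the plate cutoff, the mean of all test compounds on that plate plus 3 SD, cut at about 35% in these data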;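 further: 0% = DMSO alone and 100% = 100 µM mitoxantrone as full dye displacement; higher means more dye released from RNA so lower well fluorescence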
GC-B act: GC-B (human) receptor activation; HEK293-GC-B cells, CNP EC30, cGMP TR-FRET; 0% at EC30 CNP, 100% saturating CNP; hit rate 0.11% among 370,000; P20594; AID 1920062; activation, % at 10 µM;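 active means activation at 10 µM reaching about 35% in either raw or pattern-adjusted values, limit read from the data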
MBD2 DNA inh: MBD2-methylated oligo binding inhibition | hit rate 0.31% among 370,000 | inhibition, % at 4.4 µM | TR-FRET, MBD2 binding to methylated oligonucleotide; in the data active means inhibition above about 13%
The depositor's hits bear a star; nt = no result given; & = joins results of further samples. An excerpt (hit frequency here may not be typical).

Each structure is followed by: TCR-CD3 inh	GC-B act	PRMT1 inh	SIAE inh	HTRA1 inhibitor	UHRF1 binding	rCAG RNA binder	mABHD4 FP	MBD2 DNA inh	GC-A act
CN(CCc1ccccn1)C(=O)CCC1CCCN(C(=O)c2cccc(N(C)C)c2)C1 (stereo not given)
→ 0	3	4	-1	7	14	-10	-11	12	1
O=C(CN1CCN(S(=O)(=O)c2ccc(Br)cc2)CC1)N/N=C/c1cccs1
→ -7	-5	1	-2	-2	3	3	-2	3	-2
O=C(c1cc(F)ccc1F)C1CCCN(C(=O)c2cccs2)C1 (stereo not given)
→ 3	3	3	-1	5	1	-5	-4	2	-3
C=CCN=C1NC(CCc2ccccc2)C(C(=O)OC)=C(C)N1Cc1cccc(C(F)(F)F)c1 (stereo not given)
→ 3	-28	0	7	nt	-1	9	14	-4	-26
COc1ccc(C2C(C(=O)N3CCOCC3)c3ccccc3C(=O)N2c2ccc(OC)cc2)cc1 (stereo not given)
→ 2	-1	-3	3	-2	1	-4	1	-5	-3
COc1ccccc1CC(=O)N1CCCc2cc(C)ccc21
→ 3	-1	1	-6	-7	-1	-9	-1	2	-9
CCC1=C2CC[C@H]3C(=O)N(CC)C(=O)[C@H]3[C@H]2[C@@]2(Cc3ccccc3)C(=O)N(Cc3ccccc3)C(=O)N2C1=O
→ -1	1	-2	1	2	-2	1	-4	1	-1
CCc1nnc(NS(=O)(=O)c2ccc(NC(=O)c3ccc(Br)cc3)cc2)s1
→ 7	-12	-1	-8	-12	2	60*	-15	-5	2
Cc1ccc(S(=O)(=O)CCC(=O)OCC(=O)NC(=O)c2ccccc2)cc1
→ 7	2	1	-2	1	0	-5	-1	-3	-2
COCc1cc(C)nc(NC2CC(C)(C)NC(C)(C)C2)c1C#N
→ 8	7	0	1	-1	-1	2	1	-5	2
O=C(NNc1cccc(Cl)n1)c1c(Cl)cccc1Cl
→ 8	4	0	2	0	-2	1	-1	-5	2
COc1cc2c(cc1OC)C(c1ccccc1)N(C(=O)CSCC(=O)O)CC2 (stereo not given)
→ 4	2	4	-4	5	-1	6	3	2	2
Cc1cc(N2CCN(CC(C)(C)O)C[C@H]2C)ccc1N1CCN(CC(C)(C)O)[C@@H](C)C1
→ 5	0	-4	-10	nt	-2	2	-6	2	3
Cc1ccc(/C=N/NC(=O)c2cc3c(ccc4ccccc43)o2)cc1[N+](=O)[O-]
→ 3	1	-1	9	2	0	3	3	-5	0
c1cc(-c2ccc3[nH]ccc3c2)n2ccnc2c1
→ -3	-3	-2	2	nt	1	1	4	-2	-3
Cc1cc2nc(-c3ccc(SCC(=O)Nc4nccs4)nc3)[nH]c2cc1C
→ -9	11	2	-36	-3	2	1	-2	1	1
O=C(NC1CCCC1)c1cc(-c2ccc(Cl)cc2)on1
→ 2	0	3	0	3	5	-2	-13	11	13
COc1ccc(S(=O)(=O)Nc2nc3ccccc3nc2NCC2CCCO2)cc1 (stereo not given)
→ 4	2	-1	-5	5	0	19	5	1	-1
COc1ccc(CC2(CO)CCN(S(=O)(=O)c3sccc3C)CC2)cc1
→ 2	5	2	3	-24	-3	0	-3	-5	1
CN(C)CCCN(C(=O)/C=C/c1cccs1)c1nc2c(F)cccc2s1
→ -2	-7	9	-6	7	-10	8	1	-3	-6
CC1(C(=O)NS(=O)(=O)c2ccccc2Cl)CCN1C(=O)CC1CCCCC1 (stereo not given)
→ -6	0	0	-7	nt	2	11	-6	-5	-4
CC1=C(C)CC(C(=O)NCc2ccc3c(c2)OCO3)C(C(=O)O)C1 (stereo not given)
→ 5	5	-5	1	-4	-3	1	6	-1	1
COC(=O)C(Cc1c[nH]c2ccccc12)NC(=O)c1cc(-c2ccc(OC)c(OC)c2)oc1C (stereo not given)
→ -10	-1	18	5	-8	1	11	0	-3	-3
CCc1cc2c(COC(=O)CCNS(=O)(=O)c3cccc(C(F)(F)F)c3)cc(=O)oc2cc1O
→ -11	1	4	-18	-38	2	14	-39	7	-1
O=C(NNC(=O)C1CC(c2cccs2)=NO1)Nc1ccc(Cl)cc1 (stereo not given)
→ 2	-1	-3	-1	0	0	0	10	-2	4
CCCCn1c(/C=N/Nc2nc3ccccc3[nH]2)nc2ccccc21
→ 5	3	0	7	41*	0	6	24	-2	-2
O=c1oc(-c2cccc(C(F)(F)F)c2)nn1-c1ccc(C(F)(F)F)cn1
→ -6	4	-2	-2	-3	3	-5	-1	2	3
CN(C(=O)c1cc2c(cc1Br)OCO2)c1cccc2ccccc12
→ -5	-13	0	11	5	0	1	-6	8	-26
Cc1nn(CC(=O)c2ccc(Br)s2)c(C)c1[N+](=O)[O-]
→ 1	-1	-5	-6	-20	1	10	-17	-1	4
CCN(CC)c1ccc(C=O)c(OC)c1
→ -5	-3	1	-4	7	-1	-1	-2	-2	-5
COc1ccccc1CNC(=O)CCCNC(=O)Cn1cnc2sc(C)c(C)c2c1=O
→ -1	-3	0	3	1	1	-1	4	-3	3
COC(=O)CC(=O)CC(NS(=O)(=O)c1ccc(C)cc1)c1ccccc1 (stereo not given)
→ 2	1	-3	-8	nt	0	5	0	1	0
Cc1ccc(NC(=O)CN(C)CC(=O)NC2CCCc3ccccc32)cc1 (stereo not given)
→ -8	-5	0	-5	-7	0	-7	3	3	-4
CC(=O)C[C@@H]1OC[C@H](C(C)C)N1S(=O)(=O)c1ccc(C)cc1
→ 2	3	-4	3	nt	-4	2	-5	-2	1
CC(C)(C)c1cc(CCC(=O)NCCc2ccccn2)cc(C(C)(C)C)c1O
→ 10	7	-2	0	-15	1	-6	-2	2	-3
COCCN(C(=S)Nc1cccc(Cl)c1C)C(C)c1ccco1 (stereo not given)
→ -5	4	-3	-5	1	-1	-3	-3	3	-1
CCn1cc(Br)c(C(=O)Nc2cccc(SC)c2)n1
→ 0	0	2	-3	-19	-1	-1	-4	-2	3
COc1ccccc1CNC(=O)CCCc1ccccc1
→ 1	1	-2	3	0	-3	-3	1	3	2
COc1ccc(CN(C(=O)c2oc3ccc(F)cc3c2C)C2CCS(=O)(=O)C2)cc1 (stereo not given)
→ 5	0	-3	-1	-13	2	-6	-3	-2	-4
COC(=O)c1ccc(NC(=O)C2CCN(C(=O)Nc3ccccc3)CC2)cc1
→ 4	2	-1	2	-6	4	5	-10	7	-2
CC(=O)Nc1cccc(NC(=O)CSc2nnc3ccc(-c4ccncc4)nn23)c1
→ 2	-2	-2	-6	-1	-1	1	3	-2	0
CC(C)(C)c1ccc(CNc2ccc([N+](=O)[O-])cn2)cc1
→ -1	0	1	3	-13	9	-1	-6	5	1
CC(C)(C)c1ccc(OCC(O)CN2CCc3ccccc3C2)cc1 (stereo not given)
→ 1	0	-2	7	nt	1	-8	6	1	-1
CCOC(=O)C1(Cc2cccc(Cl)c2)CCCN(C(=O)c2ccco2)C1 (stereo not given)
→ 1	-2	-1	-4	-4	2	-3	-14	-5	-5
CCOC(=O)N1CCC(NCCNC(=O)c2ccccc2)CC1
→ 3&-2	4&2	0&-1	2&3	11&3	-2&1	-2&1	6&0	0&3	-2&-2
COc1ccc(-c2cn3ccsc3n2)cc1
→ 5	-3	1	2	-1	-3	-1	-22	3	1
CC(C)CNC(=O)C(=O)NCC(c1ccc2c(c1)OCO2)N1CCOCC1 (stereo not given)
→ -4	4	1	-5	1	1	-6	1	-2	4
O=c1cc(CN2CCCc3ccccc32)nc2sccn12
→ -5	-1	18	0	2	0	-4	0	0	-1
COc1ccccc1CC(=O)NCc1nn(-c2ccccc2)nc1C
→ -4	7	0	0	0	0	-3	3	4	-1
Cc1ccc(N(C)C(=O)C2CCCN2S(=O)(=O)c2ccc3c(c2)n(C)c(=O)c(=O)n3C)cc1 (stereo not given)
→ 2	-5	0	3	2	11	-6	-5	2	1
Cc1ccccc1N(C(=O)Cn1nnc(-c2ccc(F)cc2)n1)C(C(=O)NC(C)(C)C)c1ccncc1 (stereo not given)
→ -2	-9	4	10	0	0	-3	1	1	-15
Cc1cccc(CN2CCN([C@H]3CS(=O)(=O)N[C@@H]3COCc3ccccc3)CC2)c1
→ -7	-7	3	5	nt	-3	1	5	-3	-7
CC(C)C[C@H]1CNC(=S)N1C[C@H]1CCCN1C[C@H](CC(C)C)N1C[C@H](Cc2ccc(O)cc2)N(CC2CCCCC2)C1=S
→ 2	-1	4	-4	nt	1	6	0	1	-1
CCOc1cc2[nH]c(=S)n(C(C)C)c(=O)c2cc1OCC
→ 4	16	-2	-5	5	-4	1	7	-5	14
Cc1ccc(NC(=S)c2nc3ccccc3s2)cc1
→ -3	0	1	3	-3	4	1	2	2	-2
C/C(=N\NS(=O)(=O)c1ccc([N+](=O)[O-])cc1)c1c[nH]c2ccccc12
→ 6	-5	1	11	-2	0	2	7	1	1
CCOc1ccccc1/C=C/c1cc(C(=O)O)c2ccccc2n1
→ 2	-8	0	4	5	0	5	5	0	0
O=C(CN1CCN(S(=O)(=O)c2ccc(Br)cc2)CC1)Nc1ccc2c(c1)OCCO2
→ -3	-3	2	5	-6	0	-3	1	-5	-1
COc1cccc(CN2CC(O)=C(c3nc(-c4ccc(Cl)cc4)cs3)C2=N)c1
→ -3	-1	2	-2	-5	-2	5	6	-1	-7
COc1ccc(/C=C2\SC(=NCc3ccccc3)N(Cc3ccccc3)C2=O)cc1OC
→ -7	-4	-3	-9	2	3	7	-8	-4	-8

(continued)
Each structure is followed by: TCR-CD3 inh	GC-B act	PRMT1 inh	SIAE inh	HTRA1 inhibitor	UHRF1 binding	rCAG RNA binder	mABHD4 FP	MBD2 DNA inh	GC-A act
OCC[C@@H]1C[C@H](O)[C@@H](O)[C@@]2(OCc3ccccc32)O1
→ 7	5	-2	-5	-2	11	-2	4	5	2
O=C(NCc1cccc2ccccc12)c1cccs1
→ 3	1	-2	3	-11	-1	0	-7	-3	-1
O=C(O)C1C2CCC(C2)C1C(=O)Nc1nc2ccccc2s1 (stereo not given)
→ 2	5	-3	-1	-1	0	1	-3	-3	-1
Cc1ccc(OCCCC(=O)Nc2ccc(S(=O)(=O)Nc3cc(C)on3)cc2)cc1
→ 7	2	1	5	-19	-2	49*	-33	0	-2
CCOc1ccc(C(=O)CSc2nnc(N)s2)cc1
→ -8	-5	0	-3	-12	0	10	-6	-1	-3
O=C(NCC1CCCN(Cc2cccc(C(F)(F)F)c2)C1)c1ccc(F)cc1 (stereo not given)
→ 2	2	-4	5	-3	0	-5	-1	0	-5
c1ccc(Cn2c(-c3cncs3)nc3ccccc32)cc1
→ -3	3	2	4	-8	1	-5	1	-2	10
CCCCCCCC(=O)N/N=C(\C)c1ccc(O)cc1O
→ 5	-4	-1	4	0	3	0	5	3	1
CCN(CC(=O)NCc1ccc(F)cc1)c1ccc(S(C)(=O)=O)cc1[N+](=O)[O-]
→ 1	-2	-2	3	5	-3	-1	-2	3	1
CCCCc1nc2cc(C(=O)N(C)CCc3cn[nH]c3)ccc2o1
→ 5	3	3	2	-3	1	-2	3	0	0
CC(=O)Oc1ccc(-c2ccc(C(=O)O)cc2)cc1
→ -2	-4	-5	3	-2	1	-1	5	-4	1

Complete entries, looked up by structure. Screens in order: TCR-CD3 inh	GC-B act	PRMT1 inh	SIAE inh	HTRA1 inhibitor	UHRF1 binding	rCAG RNA binder	mABHD4 FP	MBD2 DNA inh	GC-A act
CCOc1ccc(C(=O)CSc2nnc(N)s2)cc1 in the list: -8	-5	0	-3	-12	0	10	-6	-1	-3
c1ccc(Cn2c(-c3cncs3)nc3ccccc32)cc1 in the list: -3	3	2	4	-8	1	-5	1	-2	10
